GPR151 activ – activators of human GPR151, primary screen, cell-based, PathHunter beta-arrestin, luminescence; 650,000 compounds, 1% hits; PathHunter beta-arrestin GPR151 cells; G-protein coupled receptor 151 (Homo sapiens), Q8TDV0; AID 1508602, 2020; activation, % at 11.2 µM; in the data active = activation above about 4.9%;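 also: 0% = median of compound wells and 100% = cells with positive control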
Target sequence (Q8TDV0 whole entry, looked up): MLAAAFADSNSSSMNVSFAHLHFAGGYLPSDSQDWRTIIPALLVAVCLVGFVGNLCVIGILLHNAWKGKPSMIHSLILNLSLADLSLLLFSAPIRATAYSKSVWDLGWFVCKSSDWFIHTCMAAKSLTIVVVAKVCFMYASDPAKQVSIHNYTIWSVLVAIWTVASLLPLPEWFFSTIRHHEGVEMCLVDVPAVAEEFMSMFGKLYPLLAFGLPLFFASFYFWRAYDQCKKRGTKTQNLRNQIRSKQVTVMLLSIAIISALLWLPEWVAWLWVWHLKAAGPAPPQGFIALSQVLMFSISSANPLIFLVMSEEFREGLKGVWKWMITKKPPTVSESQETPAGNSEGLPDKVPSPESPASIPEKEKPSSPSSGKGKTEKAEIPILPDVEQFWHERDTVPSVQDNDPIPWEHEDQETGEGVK
FBW7 act – FBW7 E3 ligase activators, primary screen, biochemical, AlphaScreen, human; AID 1259310, 2017; 650,000 compounds, 0.13% hits; F-box/WD repeat-containing protein 7 (Homo sapiens), Q969H0; AlphaScreen FBW7–phospho-cyclin E peptide binding, activator screen; normalized activity (activation), % at 26.1 µM; in the data active = normalized activity above about 1.9%;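 also: purified mutant Fbw7 with reduced substrate affinity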
Target sequence (Q969H0 whole entry, looked up): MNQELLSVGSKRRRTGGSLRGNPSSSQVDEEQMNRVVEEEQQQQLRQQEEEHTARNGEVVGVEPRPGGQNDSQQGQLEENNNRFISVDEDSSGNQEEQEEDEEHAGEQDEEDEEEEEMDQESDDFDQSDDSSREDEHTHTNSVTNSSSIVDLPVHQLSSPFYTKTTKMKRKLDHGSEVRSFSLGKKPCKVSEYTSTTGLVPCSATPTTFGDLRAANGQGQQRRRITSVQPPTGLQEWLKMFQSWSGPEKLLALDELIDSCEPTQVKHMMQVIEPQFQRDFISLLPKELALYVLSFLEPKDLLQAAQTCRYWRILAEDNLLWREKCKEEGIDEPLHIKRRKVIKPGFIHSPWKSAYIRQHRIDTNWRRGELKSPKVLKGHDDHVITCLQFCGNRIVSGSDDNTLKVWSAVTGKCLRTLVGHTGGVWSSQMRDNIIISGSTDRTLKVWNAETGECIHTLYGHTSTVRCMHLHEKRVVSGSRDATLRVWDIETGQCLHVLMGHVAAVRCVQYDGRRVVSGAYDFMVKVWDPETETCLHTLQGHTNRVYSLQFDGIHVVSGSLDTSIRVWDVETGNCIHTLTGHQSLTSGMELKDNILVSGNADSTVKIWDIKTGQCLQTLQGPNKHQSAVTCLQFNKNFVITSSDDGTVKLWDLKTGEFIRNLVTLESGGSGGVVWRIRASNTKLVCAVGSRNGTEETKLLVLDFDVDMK
TEAD-YAP inh – TEAD-YAP interaction inhibition, primary screen, TEAD-YAP interaction inhibitor project, luminescence, HEK-TIYL cells; 640,000 compounds, 1.4% hits; inhibition, % at 9.12 µM; TEAD-Gal4/YAP UAS-luciferase luminescence; in the data active = inhibition above about 32%;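 also: 0% = median of test compound wells and 100% = reference inhibitor wells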
MITF primary – MITF inhibitors, primary screen, biochemical, AlphaScreen, human; Microphthalmia-associated transcription factor (Homo sapiens), O75030; AlphaScreen MITF homodimerization, bead proximity signal; inhibition, % at 2.6 µM; 650,000 compounds, 0.91% hits; AID 1259374, 2018; in the data active = inhibition above about 50%;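 also: 0% = vehicle wells with protein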
The depositor's hits bear a star. Compounds as they come; overall some 3.5% were active at least once.

Values run as follows: MITF primary | TEAD-YAP inh | FBW7 act | GPR151 activ
[1] Cc1ccc(C(=O)N/N=C/c2ccc3c(c2)OCO3)c(C)c1
  -7 | -27 | -0.1 | 1.3
[2] Cc1ccc(C(=O)N2CCN(c3ccccc3)CC2)cc1S(=O)(=O)N1CCCC1
  5 | 11 | -0.1 | 0.4
[3] O=C(Nc1ccc2[nH]c(=O)[nH]c2c1)c1ccc(Cl)cc1
  -15 | 8 | 0.0 | -0.1
[4] O=C(COC(=O)c1ccccc1O)Nc1cccc(S(=O)(=O)NC2=NCCCCC2)c1
  10 | 10 | -0.1 | -0.2
[5] O=C(CC(NS(=O)(=O)c1ccc(Cl)cc1)c1ccco1)NCc1ccc2c(c1)OCO2 (stereo not given)
  -10 | -3 | 0.6 | -0.5
[6] CC1=NN(CCC#N)C(=O)/C1=C\c1ccc(N)cc1
  -1 | 18 | -0.1 | -0.2
[7] CC(C)(C)c1ccc(CSc2nc3ccccc3c(=O)n2CCc2ccc(S(N)(=O)=O)cc2)cc1
  -2 | -9 | -0.1 | -0.3
[8] O=C1Oc2ccccc2C(=O)/C1=C\N1CCCc2ccccc21
  6 | 16 | -0.1 | -0.6
[9] O=C(COc1ccc(F)cc1)NCC(=O)N1CCOC(c2ccccc2)C1 (stereo not given)
  -1 | 10 | -0.2 | 0.7
[10] Nc1nnc(SC2CC(=O)N(c3ccccc3)C2=O)s1 (stereo not given)
  3 | 1 | 0.1 | 0.0
[11] CS(=O)(=O)N1CCN(Cc2nc(-c3ccc(F)cc3)cs2)CC1
  -11 | -37 | 0.2 | -2.1
[12] CCCN1CCC(NC(=S)Nc2ccc(C(=O)OCC)cc2)CC1
  5 | -5 | -0.1 | 0.0
[13] O=C(NCCc1ccc(Cl)cc1)C1CC(=O)N(CCc2ccccc2)C1 (stereo not given)
  -1 | -2 | 0.0 | -0.3
[14] CC(C)NC(=O)c1ccccc1NC(=O)CN(c1ccc(Cl)cc1)S(C)(=O)=O
  4 | 5 | 0.2 | -2.2
[15] CCN1/C(=C/c2ccc3ccccc3[n+]2CC)Sc2ccc(C)cc21
  -9 | 79* | -0.5 | 0.4
[16] Cc1cc(C(F)(F)F)nc(SCC(=O)Nc2ccc(Cl)cc2F)n1
  3 | -3 | -0.1 | 1.3
[17] COC(=O)c1cc(S(=O)(=O)Nc2ccc(NC(=O)c3ccccc3)cc2)ccc1Cl
  -14 | -8 | 0.0 | -0.5
[18] COc1cccc(CNCc2ccco2)c1OC
  -4 | 11 | 0.0 | 0.1
[19] Cc1ccc(S(=O)(=O)N2CCCC(c3nc(-c4ccc(F)cc4)no3)C2)cc1 (stereo not given)
  -13 | -3 | 0.1 | 0.3
[20] CC(C)C(=O)Nc1ccc(NC(=O)c2ccco2)cn1
  19 | -32 | 0.2 | -0.2
[21] CC(C(=O)N1CCC(c2ccncc2)CC1)c1n[nH]c(=O)c2ccccc12 (stereo not given)
  -11 | -2 | 0.0 | -0.2
[22] CCSCCSc1nc(-c2cccs2)cc(C(F)(F)F)c1C#N
  -2 | -22 | -0.2 | -2.6
[23] COc1ccc(C2=NC(C)(C)N(CC(=O)Nc3ccc(OC)c(Cl)c3)C2=O)cc1
  6 | -7 | -0.1 | 0.4
[24] CC(=O)Nn1nc2cc3nnnc3cc2[nH]1
  10 | 3 | -0.3 | -1.0
[25] CC(=O)C1=C(C)NC(SCC(=O)c2cccc([N+](=O)[O-])c2)=C(C#N)C1c1cccs1 (stereo not given)
  0 | -1 | 0.0 | 0.6
[26] COC(=O)/C(=C/C=C/N(C)c1ccccc1)C(C)=O
  20 | -4 | 0.1 | 0.6
[27] FC(F)Oc1ccccc1CN1CCC(c2nc(-c3ccncc3)no2)CC1
  1 | 3 | 0.0 | 1.8
[28] COc1ccc(OCC(=O)Nc2cc(OC)c(Cl)cc2OC)cc1
  13 | -1 | 0.2 | -1.1
[29] CC1=CC(C)C2C(=O)N(Cc3ccco3)C(=O)C2C1 (stereo not given)
  9 | 1 | -0.1 | 0.9
[30] O=C(NCc1ccco1)c1ccc2c(c1)NC(=O)C(CS(=O)(=O)Cc1ccccc1Cl)N2 (stereo not given)
  1 | -1 | -0.1 | -0.3
[31] Cc1ccnc(-n2c(CCCN3C(=O)c4ccccc4C3=O)nc3ccccc3c2=O)c1
  -14 | -4 | 0.1 | 0.1
[32] O=C1c2ccc(-c3nc4ccccc4c(=O)o3)cc2C(=O)N1C1CCCCC1
  8 | 1 | 0.3 | 1.4
[33] COc1cc(NS(=O)(=O)c2ccc3c(c2)oc(=O)n3C)cc(OC)c1
  3 | 13 | 0.0 | 0.3
[34] CCCOc1ccc(/C(O)=C2/C(=O)C(=O)N(CCN3CCOCC3)C2c2ccc(Cl)cc2)c(C)c1 (stereo not given)
  13 | 1 | 0.0 | 0.7
[35] CCOC(=O)N1CCc2c(sc3c2C(=O)NC(c2ccc(N(C)C)cc2)N3)C1 (stereo not given)
  -8 | 5 | 0.0 | 1.3
[36] Cc1ccc(/C=N\NC(=O)Cn2nnc3ccccc32)o1
  3 | 4 | -0.1 | 1.3
[37] Cc1ccc(N2C(=O)CSC2c2ccc(C(C)C)cc2)cc1 (stereo not given)
  -7 | -2 | -0.3 | 0.8
[38] O=C(CC1C(=O)NCCN1Cc1ccc2ccccc2c1)NCCc1cscn1 (stereo not given)
  5 | 9 | 0.2 | 1.5
[39] O=C(Nc1cccc(OCC(=O)N2CCOCC2)c1)C1CCCCC1
  7 | 9 | -0.1 | 1.1
[40] CCc1cc(C(=O)OC)c(NC(=S)Nc2nc(C)cc(C)n2)s1
  18 | 7 | -0.3 | -0.4

Molecules listed so far that have two or more sulfur atoms:
Values run as follows: MITF primary | TEAD-YAP inh | FBW7 act | GPR151 activ
[7] CC(C)(C)c1ccc(CSc2nc3ccccc3c(=O)n2CCc2ccc(S(N)(=O)=O)cc2)cc1
  -2 | -9 | -0.1 | -0.3
[10] Nc1nnc(SC2CC(=O)N(c3ccccc3)C2=O)s1 (stereo not given)
  3 | 1 | 0.1 | 0.0
[11] CS(=O)(=O)N1CCN(Cc2nc(-c3ccc(F)cc3)cs2)CC1
  -11 | -37 | 0.2 | -2.1
[22] CCSCCSc1nc(-c2cccs2)cc(C(F)(F)F)c1C#N
  -2 | -22 | -0.2 | -2.6
[25] CC(=O)C1=C(C)NC(SCC(=O)c2cccc([N+](=O)[O-])c2)=C(C#N)C1c1cccs1 (stereo not given)
  0 | -1 | 0.0 | 0.6
[40] CCc1cc(C(=O)OC)c(NC(=S)Nc2nc(C)cc(C)n2)s1
  18 | 7 | -0.3 | -0.4

More results follow:
Values run as follows: MITF primary | TEAD-YAP inh | FBW7 act | GPR151 activ
[41] CCCOC(=O)C1=C(C)NC2=C(C(=O)CC(c3ccc(Cl)cc3)C2)C1c1ccc(Cl)c(Cl)c1 (stereo not given)
  13 | 11 | 0.9 | 0.3
[42] Cc1nc2c(C(=O)NCc3cccs3)c[nH]n2c(=O)c1Cc1ccccc1Cl
  4 | 5 | -0.1 | -1.9
[43] Cc1noc(C)c1C(=O)Nc1ccccc1C(=O)N(NC(=O)Nc1ccccc1)C(C)(C)C
  3 | -6 | 0.2 | -1.0
[44] CCc1cc2cc(C(=O)N3CCN(c4ccccc4)CC3)sc2s1
  4 | -9 | 0.0 | 0.1
[45] CCc1ccc(S(=O)(=O)NCc2csc(C)n2)s1
  -5 | -4 | 0.0 | -0.1
[46] Cn1c(=O)[nH]c(=O)c2c1nc(N1CCNCC1)n2Cc1ccc(Cl)cc1
  2 | 2 | 0.1 | -0.3
[47] Fc1cc(-c2ccncc2)cc2[nH]c(C3COc4ccc(Cl)cc4C3)nc12 (stereo not given)
  -2 | -12 | -0.2 | 1.3
[48] CCOC(=O)c1cc(-c2ccccc2)sc1NC(=O)c1ccc(C)cc1
  15 | 5 | 1.0 | -0.4
[49] CSc1nc(-c2ccccc2)nc(NC(=O)C(C)C)c1C(C)=O
  -10 | 9 | 0.0 | 0.4
[50] O=C1CSC(=S)N1/N=C/c1cccs1
  16 | -54 | -0.8 | -0.3
[51] COc1ccccc1-c1ocnc1C(=O)N1CCN(c2ncccn2)CC1
  -7 | 7 | -0.1 | 0.3
[52] COc1cccc(OC)c1CN1CCOc2ccc(CN3CCN(C(C)=O)CC3)cc2C1
  6 | 5 | 0.2 | 0.9
[53] O=c1[nH]cc(-n2c(=O)c3ccccc3c3ccccc3c2=O)c(=O)[nH]1
  -2 | 9 | -0.1 | 0.4
[54] C/C(CC(=O)Nc1ccc(Br)cc1)=N\NC(=O)c1cccc(C)c1
  -8 | -27 | -0.1 | -1.2
[55] Cc1occc1C(=O)NCCCN1CCOCC1
  11 | -11 | 0.1 | -1.9
[56] COC(=O)c1ccc(/C=N/NC(=O)C(=O)NCc2ccccc2)cc1
  14 | 2 | 0.2 | -1.1
[57] O=C(O)c1ccc(S(=O)(=O)Cc2cc(F)ccc2F)c([N+](=O)[O-])c1
  21 | -1 | -0.1 | -0.7
[58] CC1(C)OCC([C@H]2O[C@@H]3OC(C)(C)OC3C2OC(=O)Nc2ccc(Cl)c(Cl)c2)O1 (stereo not given in full)
  -18 | 3 | 0.0 | 0.8
[59] Cc1nn(-c2ccc(F)cc2)c(Cl)c1/C=N/NC(=O)C(N)=O
  -7 | -12 | -0.1 | 2.1
[60] COc1ccccc1-n1c(-c2ccco2)n[nH]c1=S
  12 | 9 | 0.9 | -0.7
[61] COc1ccc(NC(=O)COc2ccc(C(=O)NCCc3ccccc3)cc2)c([N+](=O)[O-])c1
  2 | -6 | -0.1 | 0.6
[62] O=c1cnnc(N/N=C/c2ccc(O)cc2)[nH]1
  2 | 0 | -0.4 | 2.2
[63] O=C(CCc1ccccc1)n1cc([N+](=O)[O-])cn1
  -14 | -5 | 0.1 | 1.4
[64] O=C(Nc1ccc2c(c1)OCO2)c1cc(-c2ccco2)on1
  -12 | -68 | -0.1 | -1.0
[65] O=C(Nc1cnc2cnc(-c3cn[nH]c3)cn12)c1cccs1
  10 | 7 | 0.7 | 0.9
[66] CN(Cc1cnn(C)c1)C(=O)CC1C(=O)NCCN1Cc1ccc(-c2ccccc2)cc1 (stereo not given)
  -3 | -6 | 0.1 | -0.6
[67] N#Cc1cc2c(nc1SCc1ccncc1)CCC2
  -19 | -77 | 0.1 | -1.2
[68] O=C1N[C@H](CO)C(=O)N2CCN(C(=O)c3ccccc3)C[C@H]12
  -12 | 6 | 0.7 | -3.9
[69] CCCc1nn(CC(=O)N(CC)CC)c(=O)c2cc3ccsc3n12
  -2 | -3 | 0.0 | 0.3
[70] CCCCN1CC(C(=O)NC2CCCC2)CC1=O (stereo not given)
  16 | 1 | 0.2 | -0.3
[71] O=C(CC1(O)C(=O)N(Cc2ccccc2)c2ccccc21)c1ccc(Cl)cc1 (stereo not given)
  -10 | -6 | 0.0 | 0.3
[72] COc1ccc(-c2cncc(C(=O)Nc3ccc(Oc4ccccc4)cc3)c2)cc1
  3 | -4 | -0.1 | 0.8
[73] COc1ccc(NC(=S)NC(=O)c2ccccc2F)cc1OC
  16 | -9 | 0.6 | -1.0
[74] COc1cc(/C=N/Nc2ccccc2[N+](=O)[O-])cc(OC)c1OC
  11 | -9 | -0.1 | 0.1
[75] C[C@@H](O)CNc1ncccc1C(=O)Nc1ccc2[nH]ncc2c1
  14 | 4 | 0.1 | 2.7
[76] COc1ccccc1NC(=O)/C=C/c1ccc(C(C)(C)C)cc1
  -6 | -20 | 0.1 | 0.0
[77] CC1CN(C(=O)CCC(=O)NC2CCCC2)c2ccccc2S1 (stereo not given)
  -1 | -2 | 0.1 | 0.9
[78] Cc1cc(C)nc(CNC(=O)CCc2nnc(C3(c4ccc(Cl)cc4)CCC3)o2)n1
  -6 | -10 | 0.0 | -0.5
[79] c1ccc2c(Nc3nc(-n4ccnc4)nc(-n4ccnc4)n3)cccc2c1
  -3 | -7 | 0.1 | 1.0
[80] CCN(C(=O)CCl)c1nc(-c2ccccc2)cs1
  -2 | -4 | 0.0 | 0.7
[81] Cc1cccc(N2CCN(S(=O)(=O)c3ccc4c(c3)n(C)c(=O)n4C)CC2)c1C
  -7 | -4 | -0.2 | 3.6
[82] c1ccc(Cn2cc(-c3cnc4ccc(NCC5CC5)nn34)cn2)cc1
  10 | -9 | -0.2 | 0.1
[83] c1ccc2c(c1)OCC(c1nc(Nc3cn[nH]c3)c3ccccc3n1)O2 (stereo not given)
  46 | -19 | 0.0 | 0.2
[84] O=C1CCCN1CCn1cnc2c(Nc3ccccc3)nc(Nc3ccncn3)nc21
  9 | -48 | 0.3 | 0.8
[85] CC(C)c1nc2ccccc2c(=O)n1C(=O)c1ccc(F)cc1
  -4 | 0 | 0.1 | -0.7
[86] Fc1ccccc1N1CCN(c2ncnc3c2c(-c2ccccc2)cn3-c2cccc(Cl)c2)CC1
  -3 | 1 | 0.2 | 2.3
[87] CN(CC1OCCO1)C(=O)c1cnc2sc3ccccc3n2c1=O
  6 | 8 | 0.1 | -0.3
[88] CC(=O)c1cccc(NC(=O)Nc2ccc(C)cc2)c1
  1 | -46 | -0.2 | 1.1
[89] COc1cccc2cc(S(=O)(=O)c3ccc(F)c(Cl)c3)c(=O)oc12
  12 | 7 | 0.2 | -1.6

In the list so far, these have a CF3 group.
Values run as follows: MITF primary | TEAD-YAP inh | FBW7 act | GPR151 activ
[16] Cc1cc(C(F)(F)F)nc(SCC(=O)Nc2ccc(Cl)cc2F)n1
  3 | -3 | -0.1 | 1.3
[22] CCSCCSc1nc(-c2cccs2)cc(C(F)(F)F)c1C#N
  -2 | -22 | -0.2 | -2.6

Bioassay records (PubChem)
